K1F lysis inhibition: inhibition of K1F phage lysis, E. coli UTI89, bacterial capsule biogenesis inhibitors, alamar blue (AID 488966). E. coli UTI89 K1F phage lysis, alamar blue, 2 h; higher % means a stronger effect. one-dose inhibition, % at 100 µM; IC50 in µM for titrated hits. 340,000 compounds, 0.02% hits;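 active = phage lysis inhibition, versus mean bacterial control, above a set limit; inconclusive = no clear call, values can overlap the other calls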;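 note: capsule biogenesis inhibitors block K1F phage lysis so surviving cells raise fluorescence; higher fluorescence means more inhibition of phage lysis; actives were called in the ten point dose series up to 300 µM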
NTR1 ag: agonists of NTR1, primary screen, imaging, U2OS cells, beta-arrestin-GFP, high content (AID 493036); Neurotensin receptor type 1 (Homo sapiens), P30989; NTR1-U2OS beta-arrestin-GFP spot imaging, agonist mode; activation, % at 20 µM; 330,000 compounds, 0.17% hits;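 active = activation at or above 40% of the spot to cytoplasm intensity ratio, with at least 20 cells analyzed; inconclusive = wells under 20 cells, flagged as cytotoxic or low count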;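 note: 0% = DMSO without peptide and 100% = 100 nM NTR1 peptide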
Target sequence (P30989 whole entry, looked up): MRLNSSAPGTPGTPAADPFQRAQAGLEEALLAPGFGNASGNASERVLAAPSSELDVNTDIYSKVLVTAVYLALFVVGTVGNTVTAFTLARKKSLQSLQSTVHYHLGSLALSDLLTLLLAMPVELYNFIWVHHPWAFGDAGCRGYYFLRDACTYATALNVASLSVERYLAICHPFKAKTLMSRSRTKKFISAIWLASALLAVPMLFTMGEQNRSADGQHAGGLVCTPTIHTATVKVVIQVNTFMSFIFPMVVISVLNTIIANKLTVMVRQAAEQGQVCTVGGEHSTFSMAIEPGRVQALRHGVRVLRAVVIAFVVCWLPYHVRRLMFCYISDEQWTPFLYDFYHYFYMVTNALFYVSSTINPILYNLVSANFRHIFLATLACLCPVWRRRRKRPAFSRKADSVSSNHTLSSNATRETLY
Rac1 GTP hydrolysis: MgcRacGAP GTPase-activating activity inhibitors, confirmation, biochemical, ADP Hunter fluorescence; MgcRacGAP-stimulated Rac1 GTP hydrolysis, ADP Hunter fluorescence; higher % means a stronger effect; GST-tagged Rac1 F28L mutant substrate; 340,000 compounds, 0.6% hits; Rac GTPase-activating protein 1 (Homo sapiens); inhibition, % at 30 µM; hits with a dose series show IC50 in µM;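 active = first-screen hits whose inhibition reached a set limit at any dose in the follow-up dose series; inconclusive = inhibition above the set first-screen limit but never retested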;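 note: fluorescence reports GDP produced by GAP-driven GTP hydrolysis; strong numbers were not always called active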
PhoP inhibition: inhibitors of PhoP regulon expression, primary screen, Salmonella Typhimurium, GFP reporter (AID 1863) | S. Typhimurium PhoP-regulated promoter GFP reporter, 4 h; higher % means a stronger effect | inhibition, % at 50 µM; hits with a dose series show IC50 in µM | 300,000 compounds, 0.16% hits;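 active = inhibition over 29.93%, a cutoff 3 SD above the screen mean, later confirmed by dose response; inconclusive = inhibition over 29.93% but no dose response follow-up; inactive = inhibition at most 29.93% or unconfirmed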;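 note: 0% = low Mg2+ inducing control and 100% = high Mg2+ repressing control; strong numbers were not always called active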
RSV CPE inhibition: RSV antiviral activity via CPE protection, HEp-2 cells, primary 10 µM value included (AID 2391). HEp-2 cells, RSV-induced CPE inhibition; higher % means a stronger effect. one-dose CPE inhibition, % at 10 µM; IC50 in µM for titrated hits. 310,000 compounds, 0.13% hits; in the data active = a potency from the dose series; inconclusive = CPE inhibition mostly from about 23% at the one dose, without a potency; inactive = the rest, 99 in 100 with CPE inhibition below about 21%; note: strong numbers were not always called active
Large T inhibition: SV40 large T antigen inhibitors, biochemical (AID 1903) | SV40 large T antigen ATPase/helicase inhibition assay; higher % means a stronger effect | inhibition, % at 20 µM, or IC50 in µM where a hit was titrated | 310,000 compounds, 0.39% hits; in the data active = a potency from the dose series; inconclusive = inhibition mostly from about 32% at the one dose, without a potency; inactive = the rest, 99 in 100 with inhibition below about 32%; note: strong numbers were not always called active
West Nile virus CPE: West Nile virus antiviral activity, cell-based, CPE readout (AID 1621). West Nile virus-infected cells, CPE inhibition; higher % means a stronger effect. 290,000 compounds, 0.02% hits. CPE inhibition, % at 10 µM, or IC50 in µM where a hit was titrated; in the data active = a potency from the dose series; inconclusive = CPE inhibition mostly from about 3.7% at the one dose, without a potency; inactive = the rest, 99 in 100 with CPE inhibition below about 2.2%; note: strong numbers were not always called active
T cell HTS: modulators of CD8 T cell-vesicle binding, primary screen, mouse 2C CD8+ T cells, flow cytometry; 2C CD8+ T cell-vesicle binding; active compounds read low; calls only at 7 µM; 330,000 compounds, 0.068% hits;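 active = response, share of CD8 T cells binding vesicles, and their 90th percentile fluorescence all below set limits, cut at about 80% in these data, passing the limit was not always enough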
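Benchmarks: naked versus QL9-loaded vesicles / Assay system: purified 2C TCR transgenic mouse naive CD8+ T cells / Technique: high-throughput flow cytometry with anti-B7-1 and anti-CD8 staining / Timing: Cell–vesicle co-incubation 1.5 h at 37 °C, staining 20 min on ice / Read-out: percent CD8+ FL2 mean versus row control / Probe or stimulus: QL9-loaded Drosophila micro-vesicles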
Dengue-2 NS5 capping: Dengue-2 NS5 methyltransferase inhibitors, primary screen, biochemical, confirmation dose response (AID 588689); Dengue-2 NS5 methyltransferase capping enzyme assay, biochemical; higher % means a stronger effect; Genome polyprotein (Dengue virus type 2 (strain 16681-PDK53)); 340,000 compounds, 0.3% hits; one-dose inhibition, % at 25 µM; IC50 in µM for titrated hits; in the data active = a potency from the dose series; inconclusive = inhibition above about 29% without an active follow-up result
T cell HTS vesicle-bound %: further read-out of T cell HTS, marked with its call; double positive events, %; measured here: CD8+ vesicle-bound cell fraction;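 binding gate set so that unloaded-vesicle control wells show 10% double positive cells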
NTR1 ag cell count 20 µM: recorded beside NTR1 ag, whose call it bears; cell count; measured here: cell count, cytotoxicity flag
Dengue-2 NS5 capping pilot replicate: second read-out of Dengue-2 NS5 capping, no call of its own (marks repeat the call); inhibition, %; measured here: pilot screen replicate inhibition
Numbers without * were called inactive; i = inactive; ? = inconclusive; . = no result given; & = joins results of further samples; [ ] = another dose, or the depositor's remark. Not all compounds are listed; count on the stated rates, not on these rows.

The first four entries as a preview:
SMILES	K1F lysis inhibition	NTR1 ag	NTR1 ag cell count 20 µM	Rac1 GTP hydrolysis	PhoP inhibition	RSV CPE inhibition	Large T inhibition	West Nile virus CPE	T cell HTS	T cell HTS vesicle-bound %	Dengue-2 NS5 capping	others
Cn1c(O)c(C=NCCN2CCOCC2)c(=O)n(C)c1=S	-0.9%	3.2	45	-1%	-10%	2.1%	8%	0.3%	i	8	-8%
C[C@H]1CCCC(=O)CCCCCc2cc(O)cc(O)c2C(=O)O1	-2.8%	7.6	54	2%	6%&-1%	11%	3%&5%	0.1%	i	18	-2%
COC(=O)C1=C(c2cc3ccccc3o2)C[C@@H]2CC[C@H]1N2C	0.5%	0.6	65	5%	.	-0.5%	.	.	i	57	-5%
Cc1cccc(NC(=O)OC2CN3CCC2CC3)c1 (stereo unspecified)	-1.4%	-0.9	28	2%	1%	1.3%	2%	-0.3%	i	38	9%

The whole of this part, from the first entry:
SMILES	K1F lysis inhibition	NTR1 ag	NTR1 ag cell count 20 µM	Rac1 GTP hydrolysis	PhoP inhibition	RSV CPE inhibition	Large T inhibition	West Nile virus CPE	T cell HTS	T cell HTS vesicle-bound %	Dengue-2 NS5 capping	others
Cn1c(O)c(C=NCCN2CCOCC2)c(=O)n(C)c1=S	-0.9%	3.2	45	-1%	-10%	2.1%	8%	0.3%	i	8	-8%
C[C@H]1CCCC(=O)CCCCCc2cc(O)cc(O)c2C(=O)O1	-2.8%	7.6	54	2%	6%&-1%	11%	3%&5%	0.1%	i	18	-2%
COC(=O)C1=C(c2cc3ccccc3o2)C[C@@H]2CC[C@H]1N2C	0.5%	0.6	65	5%	.	-0.5%	.	.	i	57	-5%
Cc1cccc(NC(=O)OC2CN3CCC2CC3)c1 (stereo unspecified)	-1.4%	-0.9	28	2%	1%	1.3%	2%	-0.3%	i	38	9%
COC(=O)C1=C(c2c(C)noc2C)C[C@@H]2CC[C@H]1N2C(=O)NC(C)C	0.9%	2.6	61	10%	.	-1.0%	.	.	i	38	-4%
CCCCn1c(=O)c(C(=O)NCc2ccc(Cl)cc2)c(O)c2ccccc21	0.8%	4.3	56	8%	-2%	20%	9%	-1.9%	i	21	2%
Cc1cc(/C=C2\C(=O)NC(=O)N(c3ccc(Cl)cc3)C2=O)c(C)n1C	0.1%	-1.1	88	1%	0%	0.7%	12%	-0.1%	i	56	?
COCCOC(=O)c1c(C)n(C)c2ccc(OC(=O)N(C)C)cc12	-1.7%	1.3	67	3%	-3%	3.3%	2%	0.4%	i	48	-4%
COC(=O)C1=C(c2cccc(OC)c2OC)C[C@@H]2CC[C@H]1N2C(=O)NCc1ccccc1	1.2%	1.4	30	10%	-1%	1.6%	9%	-0.6%	i	38	1%
Cc1ccc(C(=O)N/C(=C\Cl)P(=O)(c2ccccc2)c2ccccc2)cc1	0.1%	2.7	79	8%	5%	0.7%	7%	0.8%	i	57	-9%
Cc1nn(Cc2ccccc2)c(C)c1C(=O)OCC(=O)NC1CCS(=O)(=O)C1 (stereo unspecified)	1.8%	-2.2	62	4%	-6%	2.4%	7%	0.0%	i	42	-6%
CCCCCn1c(=O)c(C(=O)Nc2nc3ccccc3[nH]2)c(O)c2ccccc21	0.2%	-0.2	63	4%	-4%	.	7%	-0.5%	i	19	3%
O=c1[nH]c(O)c(C=NC2CCCCC2)c(=O)[nH]1	1.7%	-0.7	39	9%	-4%	4.6%	16%	0.4%	i	51	-2%
COc1ccc(-n2c(O)c(C(C)=Nc3ccc4c(c3)CCC4)c(=O)[nH]c2=O)cc1	.	9.9	39	.	-8%	0.2%	10%	-0.3%	i	28	.
C[C@]1(O)CCC2C3CC[C@H]4C[C@@H](OC(=O)CNC(=O)CN)CC[C@]4(C)C3CC[C@@]21C (stereo partly specified)	1.2%	4.1	53	6%	.	.	.	.	i	33	0%
CCN(CC)C(=O)c1ccc(NC(=O)c2cccc(F)c2)cc1	0.7%	-2.4	84	4%	10%	3.8%	2%	-0.3%	i	63	-4%	Dengue-2 NS5 capping pilot replicate=-0.6
CCCCN1C(=O)/C(=C\c2ccco2)C(=O)N(CCc2ccccc2)C1=O	3.4%	-0.1	85	13%	-2%	2.3%	23%	-0.4%	i	18	-1%
CC(NCc1ccccc1Cl)C(O)c1ccccc1 (stereo unspecified)	2.9%[50 µM]	-0.5	55	1%	14%	1.1%	7%	-1.0%	i	19	-1%
CCOC(=O)c1cc(C(O)(C(=O)OC)C(F)(F)F)c(/N=C/N(C)C)o1 (stereo unspecified)	5.0%	-3.3	90	5%	-12%	1.5%	1%	0.2%	i	48	7%
COc1ccc(C(=O)C2CCCN(Cc3cnc(C)s3)C2)c(OC)c1 (stereo unspecified)	-1.6%	0.0	47	-1%	1%	-2.1%	0%	-0.9%	i	36	-6%
Cc1ccc(N2C(=O)NC(=O)/C(=C/C=C/c3ccco3)C2=O)cc1	1.2%	17	52	16%	-3%	0.5%	?	-0.6%	i	44	-25%
C=CCn1c(O)c(C(C)=Nc2ccc(C(=O)OCC)cc2)c(=O)[nH]c1=O	0.5%	-1.8	42	15%	-10%	-0.8%	5%	0.1%	i	39	-1%
CCN(CC)CCCN=Cc1c(O)n(CCc2ccc(F)cc2)c(=O)[nH]c1=O	0.7%	0.3	39	11%	10%	-0.2%	5%	0.2%	i	31	-8%
CN1CCN(CC#CCOc2ccc(Cl)cc2)CC1	0.1%	1.8	46	?	7%	-0.1%	4%	-0.5%	i	24	2%	Dengue-2 NS5 capping pilot replicate=1.2
Cn1c(O)c(/C=N/N2CCOCC2)c(=O)n(-c2ccccc2)c1=S	-1.8%	-0.1	61	4%	-7%	2.5%	9%	-0.1%	i	20	1%
CN1CCC(N(C)Cc2cccnc2)CC1	0.1%	1.2	36	17%	-3%	0.2%	9%	.	i	24	2%
O=c1[nH]c(=O)n(-c2ccccc2F)c(O)c1C=NCCC1=CCCCC1	0.5%	-1.4	41	-1%	1%	0.0%	-5%	0.2%	i	59	-18%
Clc1cccc(CNCCc2c[nH]c3ccccc23)c1	1.1%	2.0	48	23%	15%	0.2%	7%	-0.9%	i	35	2%
COc1cc(OC)c(OC)cc1CN1CCN(C(=O)COc2ccc3ccccc3c2)CC1	-0.1%	1.0	51	16%	-1%	3.5%	6%	-2.2%	i	20	-4%
CC(C)[C@H]1C(=O)N2CCC[C@H]2[C@]2(O)O[C@](NC(=O)[C@@H]3C=C4c5cccc6[nH]cc(c56)C[C@H]4N(C)C3)(C(C)C)C(=O)N12	1.7%	0.4	60	12%	-4%&-2%	-2.6%	8%&34%	0.4%	i	18	-3%
[Cl][Pt+2][Cl].[NH-]C1CCCCC1[NH-] (stereo unspecified)	3.1%	1.3	81	24%	-2%	-1.0%	25%	.	i	52	-8%
Cc1cc(=O)oc2c(C)c(OCC(=O)N3CCN(Cc4ccccc4)CC3)ccc12	0.0%	0.0	51	-8%	-10%	0.9%	12%	-0.1%	i	62	-2%
CNCC(O)c1ccc(O)cc1 (stereo unspecified)	.	2.7	55	.	1%	1.1%	20%	0.4%	i	14	.
COc1ccc(N2C(=O)/C(=C/c3ccc(N(C)C)o3)C(=O)NC2=S)cc1	-0.2%	-0.4	77	.	-4%	0.1%	7%	-0.8%	i	28	-14%
CCN1C[C@]2(OC(=O)c3ccccc3NC(C)=O)CCC(OC)C34C5C[C@H]6C(OC)[C@]5(O)[C@](O)(C[C@@H]6OC)C(C[C@@H]32)[C@H]14 (stereo partly specified)	-0.1%	-1.4	85	7%	5%	0.4%	1%	-0.7%	i	8	-6%
N=C1SCC(=O)N1Cc1ccccc1	.	2.3	64	.	2%	0.3%	-2%	0.3%	i	42	.
CCc1sc(C(=O)N2CCC3(CC2)OCCO3)cc1Br	2.0%	0.0	60	-1%	-1%	0.6%	5%	0.2%	i	40	-2%
COC(=O)c1ccccc1-n1c(C)nc2ccccc2c1=O	-0.2%	2.2	49	-3%	7%	-0.3%	-4%	0.3%	i	49	-5%
Cc1nn(Cc2ccccc2)c(Cl)c1C(=O)OCC(=O)N1CCCC1	-0.3%	2.0	28	-5%	-9%	1.7%	24%	-0.9%	i	26	-1%
CC(C)c1ccc(-n2c(O)c(/C=N/N3CCOCC3)c(=O)[nH]c2=S)cc1	-0.1%	0.3	53	4%	-4%	2.2%	9%	-0.3%	i	21	-2%
COc1ccc(N2C(=O)CC(=O)NC2=O)cc1	-0.1%	1.9	99	6%	-1%	1.9%	5%	0.7%	i	22	-4%
C=C(C=O)CC1CC(O)[C@]2(C)OC3C[C@@H]4OC5C[C@]6(C)O[C@]7(C)CCC8OC9C[C@]%10(C)OC(/C(C)=C\CO)C(O)CC%10OC9CC(C)C8OC7CC6O[C@]5(C)C/C=C\C4OC3CC2O1 (stereo partly specified)	1.9%	-1.5	59	7%	1%	1.9%	12%	.	i	23	-7%
CC/C(=N\N1CCCCCC1)c1c(O)n(-c2ccc(C)cc2)c(=O)[nH]c1=O	3.3%	1.6	44	4%	6%	1.4%	7%	-1.4%	i	48	-3%
CC(=O)c1ccc(NC2=NCCCS2)cc1	-0.2%	-1.5	33	-6%	1%	6.6%	10%	-0.5%	i	50	-3%
CCN(CC)C(=O)c1ccc(NC(=O)CSc2nnnn2-c2cc(OC)ccc2OC)cc1	-0.1%	1.3	53	11%	4%	4.3%	6%	-0.8%	i	10	-7%

Screening results deposited in PubChem by several laboratories.
